West Nile antiviral: West Nile virus antiviral activity, cell-based, CPE readout (AID 1621); West Nile virus-infected cells, CPE inhibition; higher % means a stronger effect; CPE inhibition, % at 10 µM; hits with a dose series show IC50 in µM; 290,000 compounds, 0.02% hits; in the data active = a potency from the dose series; inconclusive = CPE inhibition mostly from about 3.7% at the one dose, without a potency; inactive = the rest, 99 in 100 with CPE inhibition below about 2.2%; also: strong numbers were not always called active
GPR55 antagonists: inhibition of LPI-stimulated GPR55 beta-arrestin translocation – imaging, U2OS, beta-arrestin-GFP, LPI agonist, primary screen (AID 2013); inhibition, % at 10 µM; hits with a dose series show IC50 in µM; 290,000 compounds, 0.13% hits; U2OS GPR55 beta-arrestin-GFP translocation imaging, LPI antagonism; higher % means a stronger effect;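 active = spots per cell inhibited over 60%, with over 100 cells counted and total cytoplasm intensity under 500,000; inconclusive = wells with under 100 cells, flagged as likely toxic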;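 also: U2OS cells stably carrying GPR55 and arrestin-GFP stimulated by 5 µM LPI near EC80; imaged beta-arrestin-GFP aggregate spots per cell after agonist stimulation; plate controls were LPI-stimulated DMSO wells for no effect and DMSO wells without LPI for full effect; some results filed as inactive read as strong as hits; confirmed hits need IC50 under 10 µM and bright autofluorescent wells are also inconclusive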
KOR beta-arrestin-1: kappa opioid receptor blockers – cell-based, luminescence, uHTS (AID 1778). KOR beta-arrestin recruitment, luminescence, antagonist mode; higher % means a stronger effect. inhibition, % at 10 µM, or IC50 in µM where a hit was titrated. 290,000 compounds, 0.091% hits; in the data active = inhibition above about 50%; also: strong numbers were not always called active
KOR beta-arrestin-2: kappa opioid receptor activators – cell-based, luminescence, uHTS, primary screen (AID 1777). activation, % at 10 µM; hits with a dose series show EC50 in µM. KOR beta-arrestin recruitment, luminescence; higher % means a stronger effect. 280,000 compounds, 0.02% hits; in the data active = activation above about 50%, passing the limit was not always enough; also: a part of the inactive calls stands beside numbers as strong as those of hits
GPR35 antagonists: GPR35 antagonists blocking zaprinast-driven arrestin recruitment, primary screen, imaging, U2OS, beta-arrestin-GFP, zaprinast agonist (AID 2058); U2OS GPR35 beta-arrestin-GFP translocation imaging, zaprinast antagonism; higher % means a stronger effect; inhibition, % at 10 µM; hits with a dose series show IC50 in µM; 290,000 compounds, 0.052% hits;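 active = inhibition of at least 50% with at least 30 cells and total cytoplasm GFP at most 10,000,000; inconclusive = under 30 cells or total GFP of 10,000,000 plus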
HIV fusion peptide: inhibitors of HIV fusion peptide binding, primary screen, biochemical, uHTS, fluorescence dequenching (AID 1986). cell-free peptide binding, fluorescence dequenching, 30 min; higher % means a stronger effect. one-dose inhibition, % at 20 µM; IC50 in µM for titrated hits. 290,000 compounds, 0.3% hits; in the data active = inhibition mostly above about 52%, no sharp cut-off; inactive = mostly below about 76%; also: some results filed as inactive read as strong as hits
GPR55 beta-arrestin: selective activators of receptor GPR55 – imaging, U2OS cells, beta-arrestin-GFP redistribution, primary screen (AID 1961); 290,000 compounds, 0.048% hits; U2OS GPR55 beta-arrestin-GFP redistribution imaging; higher % means a stronger effect; activation, % at 10 µM; hits with a dose series show EC50 in µM;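 active = activation above 40% with more than 50 cells counted in the well; inconclusive = wells holding fewer than 50 cells, flagged as toxic or sparse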;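 also: U2OS osteosarcoma cells stably expressing GPR55 and beta-arrestin-GFP; plate controls were DMSO negative control for no effect and LPI positive control for full effect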
NS5 inhibitors: flavivirus cap methylation enzyme inhibition – biochemical, confirmation dose response, primary screen (AID 588689); 340,000 compounds, 0.3% hits; inhibition, % at 25 µM, or IC50 in µM where a hit was titrated; Dengue-2 NS5 methyltransferase capping enzyme assay, biochemical; higher % means a stronger effect; in the data active = a potency from the dose series; inconclusive = inhibition above about 29% without an active follow-up result
NOD1 inhibition: inhibition of NOD1-driven NF-kB reporter – cell-based, luminescence, uHTS, primary screen (AID 1578). one-dose inhibition, % at 4 µM; EC50 in µM for titrated hits. NOD1-driven NF-kB luciferase reporter cells, luminescence; higher % means a stronger effect. 290,000 compounds, 1% hits; in the data active = inhibition mostly above about 36%, no sharp cut-off; inactive = mostly below about 34%;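 also: HEK-293T reporter cells stimulated with the NOD1 agonist gamma-tri-DAP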
NS5 inhibitors pilot replicate: also measured in NS5 inhibitors; calls as there; inhibition, %; measured here: pilot screen replicate inhibition
* = called active by the depositor; ? = inconclusive; · = no result given; [ ] = dose if it differs, or a comment. These rows are one share of the data, so the mix of outcomes need not match the whole.

SMILES	West Nile antiviral	GPR55 antagonists	KOR beta-arrestin-1	KOR beta-arrestin-2	GPR35 antagonists	HIV fusion peptide	GPR55 beta-arrestin	NS5 inhibitors	NOD1 inhibition	others
CC(C)N=C(NS(=O)(=O)c1cccs1)c1ccccc1	-0.4%	10%	6%	8.4%	-6%	-1.0%	-0.1%	-10%	-11%
CN(C)c1ccc(/C=N/NC(=O)c2ccnn2C)cc1	0.0%	-3%	-10%	-1.8%	12%	-1.4%	-0.3%	-9%	-29%
Cc1ccc2[nH]c(=O)c(C(c3nnnn3C(C)(C)C)N(Cc3ccco3)CC3CCCO3)cc2c1 (stereo unspecified)	-1.0%	14%	-8%	-10%	-2%	-1.8%	-0.4%	-6%	-9%
CCCCCc1c(C)nc(Nc2ccc(F)cc2)[nH]c1=O	-0.3%	-4%	16%	-1.4%	2%	-0.8%	-0.1%	-1%	3%
COc1ccc(OC)c2[nH]c(=O)c(CCNC(=S)NC(C)(C)C)cc12	-0.9%	-1%	0%	-9.0%	-12%	1.1%	0.1%	-7%	-7%
CCC(=O)N1CCc2cc(S(=O)(=O)CCC(=O)Nc3ccc(C)cn3)ccc21	-0.1%	-7%	-44%	-5.2%	-9%	2.5%	-0.1%	-4%	-18%
COc1ccccc1CCNC(=O)C(=O)c1cn(CC(=O)N2CCCC2)c2ccccc12	-0.5%	3%	-1%	0.9%	-4%	0.8%	0.0%	4%	-45%
[O-][n+]1onc2c1CCc1c-2nc(-c2ccccc2)n1OCc1ccccc1	-0.6%	8%	6%	-3.4%	3%	-1.2%	-0.2%	-3%	5%
COCCCNC(=O)c1cc(=O)n(Cc2ccc(Cl)cc2)c2ccccc12	-1.6%	12%	5%	-1.0%	12%	-0.7%	-0.4%	-1%	-13%
CNC(=S)Nc1cc(C)ccc1OC(F)F	-0.2%	6%	2%	-0.3%	-13%	-1.1%	0.1%	-3%	-25%
CC(C)(C)C(=O)Nc1ccc(-c2cc3cc(Cl)ccc3o2)cc1	0.0%	2%	34%	-3.9%	-2%	-0.6%	0.2%	-12%	-6%
CCOc1ccc(-c2nnn(CC(=O)Nc3cc(OC)ccc3OC)n2)cc1OCC	-0.8%	0%	-33%	5.3%	5%	-1.0%	-0.1%	-1%	0%
COc1ccc(CCNC(=O)C2CCN(c3ccc(N4CCOCC4)nn3)CC2)c(OC)c1	-0.2%	1%	-12%	-5.8%	2%	0.4%	-0.1%	-3%	-12%
CCOc1ccccc1N1CCN(C(=O)c2cc(-c3cccnc3)nc3c(Cl)cccc23)CC1	2.7%	-6%	-93%	8.3%	-7%	2.7%	-0.2%	1%	24%
O=C(c1cc2ccccc2cc1OCC(O)CN1CCCCC1)N1CCCCC1 (stereo unspecified)	-0.3%	3%	4%	-5.0%	0%	-0.4%	0.4%	4%	-3%
COc1ccc([N+](=O)[O-])cc1N(CC(=O)NCC1CCCO1)S(C)(=O)=O (stereo unspecified)	0.5%	8%	6%	0.7%	-9%	-2.6%	-0.3%	1%	-19%
CCOC(=O)/C(C#N)=C/c1cn(CCC(=O)O)nc1-c1cccc(Cl)c1	1.1%	6%	36%	-3.9%	-14%	0.7%	-0.3%	-9%	-4%
CCOC(=O)c1c(N)sc2c1CCCC2=O	0.2%	-6%	17%	1.0%	0%	0.0%	0.0%	-2%	-2%
O=C(CCC(=O)N1CCCCC1)Nc1nnc(C2CCCCC2)s1	-0.2%	10%	-25%	-3.9%	-12%	0.2%	0.0%	-6%	12%
CC(=O)Nc1ccc(S(=O)(=O)N2CCC(C(=O)NCc3ccco3)CC2)cc1	-0.4%	6%	6%	-1.8%	18%	1.0%	-0.1%	-1%	-32%
CCC(C)NS(=O)(=O)c1ccc(S(=O)(=O)N(CCc2ccc(OC)c(OC)c2)Cc2cccs2)cc1 (stereo unspecified)	-0.3%	4%	17%	-0.7%	7%	-1.9%	0.1%	-4%	44%
O=C1Nc2cc(Cl)c(Cl)cc2N(O)N1c1cccc(Cl)c1	0.6%	22%	11%	-0.1%	-7%	7.4%	-0.2%	-3%	12%
Cc1cccc(NC(=O)C(Cc2ccccc2)n2cccc2)c1 (stereo unspecified)	-0.5%	9%	14%	3.9%	10%	0.5%	-0.3%	2%	-5%
CCOc1cc(N2CCOCC2)c(OCC)cc1NC1=NCCCCC1	0.1%	8%	-16%	-5.2%	4%	-2.9%	-0.2%	7%	8%
Cn1c(N)c(C(=O)COC(=O)CSc2ccccc2)c(=O)n(C)c1=O	1.2%	-1%	-6%	-0.9%	5%	-4.1%	?	-6%	19%

Already shown: entries from further up.
SMILES	West Nile antiviral	GPR55 antagonists	KOR beta-arrestin-1	KOR beta-arrestin-2	GPR35 antagonists	HIV fusion peptide	GPR55 beta-arrestin	NS5 inhibitors	NOD1 inhibition	others
CC(C)N=C(NS(=O)(=O)c1cccs1)c1ccccc1	-0.4%	10%	6%	8.4%	-6%	-1.0%	-0.1%	-10%	-11%
CN(C)c1ccc(/C=N/NC(=O)c2ccnn2C)cc1	0.0%	-3%	-10%	-1.8%	12%	-1.4%	-0.3%	-9%	-29%
Cc1ccc2[nH]c(=O)c(C(c3nnnn3C(C)(C)C)N(Cc3ccco3)CC3CCCO3)cc2c1 (stereo unspecified)	-1.0%	14%	-8%	-10%	-2%	-1.8%	-0.4%	-6%	-9%
CCCCCc1c(C)nc(Nc2ccc(F)cc2)[nH]c1=O	-0.3%	-4%	16%	-1.4%	2%	-0.8%	-0.1%	-1%	3%
COc1ccc(OC)c2[nH]c(=O)c(CCNC(=S)NC(C)(C)C)cc12	-0.9%	-1%	0%	-9.0%	-12%	1.1%	0.1%	-7%	-7%
CCC(=O)N1CCc2cc(S(=O)(=O)CCC(=O)Nc3ccc(C)cn3)ccc21	-0.1%	-7%	-44%	-5.2%	-9%	2.5%	-0.1%	-4%	-18%
COc1ccccc1CCNC(=O)C(=O)c1cn(CC(=O)N2CCCC2)c2ccccc12	-0.5%	3%	-1%	0.9%	-4%	0.8%	0.0%	4%	-45%
[O-][n+]1onc2c1CCc1c-2nc(-c2ccccc2)n1OCc1ccccc1	-0.6%	8%	6%	-3.4%	3%	-1.2%	-0.2%	-3%	5%

New compounds follow.
SMILES	West Nile antiviral	GPR55 antagonists	KOR beta-arrestin-1	KOR beta-arrestin-2	GPR35 antagonists	HIV fusion peptide	GPR55 beta-arrestin	NS5 inhibitors	NOD1 inhibition	others
O=C(N/N=C\c1ccc(F)cc1)c1cc(OCC(F)(F)F)ccc1OCC(F)(F)F	-1.0%	28%	5%	-2.7%	-1%	8.3%	-0.1%	0%	-53%
COCCOC(=O)C1=C(C)NC2=C(C(=O)CC(C)(C)C2)C1c1ccc(N(C)C)cc1 (stereo unspecified)	-0.1%	1%	17%	1.0%	-6%	-0.4%	-0.3%	-3%	4%
CCC(C)(C(=O)NC1CCCCC1)N(Cc1cccs1)C(=O)CC1NC(=O)NC1=O (stereo unspecified)	-0.2%	19%	6%	-5.3%	-6%	-1.3%	2.4%	-6%	-13%
Cc1ccc2[nH]c3c(c2c1)CCCC3NCCO (stereo unspecified)	-0.4%	-28%	13%[20 µM]	-2.3%	4%	-1.3%	-0.1%	4%	-13%
Cc1ccc(S(=O)(=O)NC2CCOC(C)(C)C2)cc1 (stereo unspecified)	0.1%	0%	9%	-2.9%	-6%	-0.3%	-0.1%	-1%	3%
Cn1c(=O)c2c(nc(Sc3nc4ccccc4n3CC(=O)N3CCCCC3)n2C)n(C)c1=O	-0.3%	17%	·	·	23%	-1.4%	0.2%	0%	-5%
COc1ccc(N2CCN(C(=O)CC(C)S(=O)(=O)c3ccc4c(c3)NC(=O)CO4)CC2)cc1 (stereo unspecified)	-0.5%	-5%	-62%	5.7%	-18%	1.0%	-0.4%	5%	4%
COc1ccc(NC(=S)Nc2cccc(S(=O)(=O)N3CCCCC3)c2)cc1	0.0%	-23%	-33%	2.8%	-12%	-2.6%	0.4%	-6%	2%
CCOC(=O)c1ccc(NC(=O)c2ccco2)cc1	-0.6%	2%	0%	-2.5%	2%	-0.6%	-0.1%	11%	-63%
CCCCNC(=O)NNC(=O)C1CC1(c1ccccc1)c1ccccc1 (stereo unspecified)	-1.0%	-2%	-1%	-3.8%	-12%	1.0%	0.0%	-1%	1%
CCN(CC)CCNC(=O)C(=O)Nc1cc2c3c(c1)CCN3C(=O)CC2	0.3%	-3%	-28%	5.6%	14%	0.4%	-0.1%	0%	0%
Cc1ccccc1NC(=O)CCC(=O)N/N=C/c1c[nH]c2ccccc12	-0.1%	6%	10%	-3.3%	1%	-0.4%	-0.5%	4%	-18%
Brc1ccccc1OCCCCCN1CCCC1	1.9%	-2%	-23%	9.8%	-11%	-1.8%	0.2%	·	7%
Cc1nccc(-c2ccc(-n3c(C)ccc3C)cc2)n1	-0.9%	1%	-30%[20 µM]	-2.9%	1%	0.2%	-0.1%	-8%	-2%
CN(CC(=O)Nc1ccccn1)S(=O)(=O)c1ccc(Cl)cc1	-0.2%	14%	-8%	-2.7%	23%	-2.1%	-0.2%	2%	-8%
O=C(Nc1nccs1)C1Cc2ccccc2CN1S(=O)(=O)c1ccc(F)cc1 (stereo unspecified)	0.2%	14%	-1%	-1.9%	-3%	-3.0%	-0.2%	-3%	·
COC(=O)c1cn(Cc2ccccn2)c(=O)c2ccccc12	-0.7%	6%	15%	-2.4%	14%	-0.6%	1.2%	-1%	-16%
O=C(Nc1nccs1)c1ccc(Cl)s1	-0.2%	1%	21%	-5.1%	-5%	2.5%	-0.2%	-3%	-49%
COc1cc(CNc2ccccc2Oc2cc(=O)n(C)c(=O)n2C)cc(OC)c1OC	0.1%	-2%	4%	1.5%	9%	1.3%	-0.1%	-4%	23%
CCCOc1ccc(NC(=O)CCC(=O)NC(C)c2ccccc2)cc1 (stereo unspecified)	-0.4%	11%	-60%[20 µM]	0.1%	4%	0.6%	1.9%	6%	-21%
COc1cnc(-c2ccccn2)nc1Sc1ccc(Cl)cc1	-1.3%	-6%	-24%	5.3%	-5%	-5.6%	0.2%	-10%	·	NS5 inhibitors pilot replicate=1.4
O=C1NC(C(F)(F)F)(C(F)(F)F)N=C2SC=CN12	0.3%	-2%	28%	-2.5%	4%	0.4%	0.3%	1%	5%
COc1cc(C(=O)NCCc2nc3ccccc3n2C)cc(OC)c1OC	-0.4%	9%	0%	-3.9%	10%	-0.7%	0.0%	-2%	-32%
O=c1oc2ccccc2c2nccnc12	0.0%	5%	12%	-4.7%	22%	0.6%	-0.1%	4%	-32%
Cn1nnnc1SCC(=O)Nc1ccccc1C(=O)NC1CC1	0.4%	-4%	8%	-9.5%	-14%	0.8%	0.5%	4%	11%

Screening data deposited in PubChem by several laboratories.
